# Source: PubChem (The Scripps Research Institute Molecular Screening Center)
# LYPLA2 counter: LYPLA2 (human) inhibition in PME1 counter-screen | 320,000 compounds, 0.38% hits | O95372 | inhibition, % at 5.9 µM | recombinant LYPLA2, FP-Rh probe fluorescence polarization;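 active = inhibition above the screen-wide mean plus 3 SD, limit set per campaign, cut at about 26% in these data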;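 also: 0% = LYPLA2 with DMSO and 100% = wells lacking LYPLA2 enzyme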
# Target sequence (O95372 whole entry, looked up): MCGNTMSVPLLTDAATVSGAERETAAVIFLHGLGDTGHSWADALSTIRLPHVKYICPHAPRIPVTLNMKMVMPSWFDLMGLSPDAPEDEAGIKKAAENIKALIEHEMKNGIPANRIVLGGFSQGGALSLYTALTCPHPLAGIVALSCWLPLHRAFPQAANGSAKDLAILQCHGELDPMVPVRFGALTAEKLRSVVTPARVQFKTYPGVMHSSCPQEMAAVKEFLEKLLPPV
# PAFAH2 FP inh: inhibitors of human PAFAH2 | inhibition, % at 3.39 µM | AID 492956 | Q99487 | 340,000 compounds, 0.99% hits | recombinant PAFAH2, FP-rhodamine activity probe, fluorescence polarization;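 active = inhibition above the mean over all tested compounds plus 3 SD, cut at about 30% in these data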;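 also: inhibitors block probe labeling of enzyme so polarization drops; 0% = enzyme with DMSO and 100% = wells lacking PAFAH2 protein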
# PAFAH1B3 FP inh: blocks human PAF acetylhydrolase 1B catalytic subunit 3. Q15102. recombinant PAFAH1B3, FP-rhodamine probe, fluorescence polarization. inhibition, % at 3.39 µM. 340,000 compounds, 0.28% hits. AID 492972;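 active = inhibition above the screen-wide average of all tested compounds plus 3 SD, cut at about 25% in these data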;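 also: 0% = enzyme with DMSO only and 100% = wells lacking PAFAH1B3 protein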
# Target sequence (Q15102 whole entry, looked up): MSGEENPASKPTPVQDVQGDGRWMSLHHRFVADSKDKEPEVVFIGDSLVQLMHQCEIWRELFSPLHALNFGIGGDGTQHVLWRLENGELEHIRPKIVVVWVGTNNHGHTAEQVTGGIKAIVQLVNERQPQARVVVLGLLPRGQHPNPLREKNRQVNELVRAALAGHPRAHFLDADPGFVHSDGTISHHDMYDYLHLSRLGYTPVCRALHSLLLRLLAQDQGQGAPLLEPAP
# PREPL inhibitor: inhibits the human prolyl oligopeptidase-like enzyme. 320,000 compounds, 0.68% hits. recombinant PREPL, fluorescence polarization activity-based probe. inhibition, % at 5.96 µM; in the data active = inhibition above about 43%;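 also: 0% = enzyme with DMSO and 100% = wells lacking enzyme; many of its hits are not listed in these tables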
# ZTA counter: ZTA (EBV) inhibition in EBNA-1 counter-screen; inhibition, % at 11 µM; AID 2234; 320,000 compounds, 0.15% hits; P03206; ZTA-DNA binding, fluorescence polarization; in the data active = inhibition above about 33%
# pPAFAH inh: pPAFAH (human) enzyme inhibition; 330,000 compounds, 1.5% hits; AID 463082; recombinant pPAFAH, FP-rhodamine probe fluorescence polarization; inhibition, % at 3.39 µM;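 active = inhibition above the mean inhibition across the screen plus 3 SD, cut at about 25% in these data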;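 also: inhibitors block binding of the rhodamine activity-based probe so polarization drops; 0% = enzyme with DMSO and 100% = wells lacking pPAFAH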
# Target sequence (Q13093 whole entry, looked up): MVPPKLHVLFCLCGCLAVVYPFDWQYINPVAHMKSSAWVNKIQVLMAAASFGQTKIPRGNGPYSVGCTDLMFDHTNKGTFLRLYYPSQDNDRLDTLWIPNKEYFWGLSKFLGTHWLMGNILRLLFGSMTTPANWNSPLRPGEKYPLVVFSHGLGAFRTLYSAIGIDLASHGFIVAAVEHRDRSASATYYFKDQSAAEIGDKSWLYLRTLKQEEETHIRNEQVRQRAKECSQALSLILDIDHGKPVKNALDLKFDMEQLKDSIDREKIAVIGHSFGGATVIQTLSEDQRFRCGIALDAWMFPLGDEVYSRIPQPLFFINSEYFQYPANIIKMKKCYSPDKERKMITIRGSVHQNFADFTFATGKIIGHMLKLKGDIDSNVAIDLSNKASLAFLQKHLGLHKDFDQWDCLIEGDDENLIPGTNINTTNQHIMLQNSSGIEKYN
# EBNA-1 inh: blocks EBNA-1 binding to DNA; inhibition, % at 14.8 µM; AID 1950; EBNA-1 DNA binding, fluorescence polarization; 300,000 compounds, 0.34% hits; in the data active = inhibition above about 28%
# PAFAH1B2 inh: blocks human PAF acetylhydrolase 1b catalytic subunit 2; inhibition, % at 3.39 µM; 340,000 compounds, 1.2% hits; recombinant PAFAH1B2, FP-rhodamine activity probe, fluorescence polarization; P68402;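 active = inhibition above the mean of all tested compounds plus 3 SD, cut at about 24% in these data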;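 also: 0% = enzyme with DMSO and 100% = wells lacking PAFAH1B2; many of its hits are not listed in these tables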
# LYPLA1 counter: blocks human lysophospholipase 1, a PME1 counter-screen | inhibition, % at 5.9 µM | 320,000 compounds, 0.16% hits | AID 2174 | recombinant LYPLA1, FP-Rh probe fluorescence polarization;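 active = inhibition above the mean of all tested compounds plus 3 SD, set per campaign, cut at about 14% in these data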;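 also: inhibitors block serine hydrolase probe labeling of LYPLA1 so polarization falls; 0% = enzyme with DMSO and 100% = wells lacking LYPLA1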
# * marks the source's active call; other numbers are inactive results; . = no result given.
# Sample of the layout:
SMILES,LYPLA2 counter,PAFAH2 FP inh,PAFAH1B3 FP inh,PREPL inhibitor,ZTA counter,pPAFAH inh,EBNA-1 inh,PAFAH1B2 inh,LYPLA1 counter
CC1CCCN(S(=O)(=O)c2ccc(NC(=O)CN3CCCCC3)cc2)C1 (stereo unspecified),0,4,-9,-3,1,-1,6,4,1
O=C(O)C[C@H]1c2ccccc2S(=O)(=O)N1C1CCCCC1,2,3,0,1,-2,5,5,7,-1
C#CCOC(=O)CCCC(=O)Nc1ccccc1OC,-8,5,5,12,9,4,10,-6,0
Cc1ccc(N(C(=O)c2csnn2)C(C(=O)NC2CCCCC2)c2cccnc2)cc1C (stereo unspecified),-7,-3,-3,15,-7,-6,-12,1,-3
COc1ccc(/C(N)=N/OC(=O)CCC2CCCC2)cc1,3,-7,4,-2,10,2,-2,2,2
CC(=O)CSc1nnc(-c2ccco2)n1-c1ccccc1,-1,5,2,-2,2,4,4,6,-1
CCCOc1ccc(CNC(=O)c2ccc3c(c2)N(CC)CCS3)cc1,5,-10,8,24,-3,12,9,3,-2

# The list itself, repeating the preview:
SMILES,LYPLA2 counter,PAFAH2 FP inh,PAFAH1B3 FP inh,PREPL inhibitor,ZTA counter,pPAFAH inh,EBNA-1 inh,PAFAH1B2 inh,LYPLA1 counter
CC1CCCN(S(=O)(=O)c2ccc(NC(=O)CN3CCCCC3)cc2)C1 (stereo unspecified),0,4,-9,-3,1,-1,6,4,1
O=C(O)C[C@H]1c2ccccc2S(=O)(=O)N1C1CCCCC1,2,3,0,1,-2,5,5,7,-1
C#CCOC(=O)CCCC(=O)Nc1ccccc1OC,-8,5,5,12,9,4,10,-6,0
Cc1ccc(N(C(=O)c2csnn2)C(C(=O)NC2CCCCC2)c2cccnc2)cc1C (stereo unspecified),-7,-3,-3,15,-7,-6,-12,1,-3
COc1ccc(/C(N)=N/OC(=O)CCC2CCCC2)cc1,3,-7,4,-2,10,2,-2,2,2
CC(=O)CSc1nnc(-c2ccco2)n1-c1ccccc1,-1,5,2,-2,2,4,4,6,-1
CCCOc1ccc(CNC(=O)c2ccc3c(c2)N(CC)CCS3)cc1,5,-10,8,24,-3,12,9,3,-2
CN(C)C(=O)c1cn(-c2ccccc2)nc1-c1cccs1,8,3,5,3,20,1,10,1,-3
COc1ccc(-c2cc(C(=O)Nc3c(F)cc(F)cc3Br)no2)cc1,2,6,7,-3,8,2,16,3,-1
O=C(CN1CCN(c2ccccn2)CC1)Nc1ccc([N+](=O)[O-])cc1C(=O)Nc1ccccc1F,-6,3,5,29,-2,1,-6,-2,-3
CCOC(=O)c1sc(=NC(=O)/C=C/c2ccccc2)n(C)c1C,4,-8,3,1,-8,2,3,3,-2
COc1ccnc(Oc2ccccc2)n1,3,4,2,2,6,0,12,-1,2
O=C(c1cccc(Cl)c1)N1CCC(N2CCC(C(=O)N3CCCC3)CC2)CC1,-4,7,0,21,12,-2,-10,4,-3
CCc1ccc(NCc2nc(-c3ccccc3)no2)cc1,-3,-9,5,19,8,5,4,3,-1
COc1cccc(CN2CCNC(=O)C2CC(=O)N(C)CCc2ccccn2)c1 (stereo unspecified),5,3,-2,17,-18,5,4,3,3
c1ccc(-n2ncc3c(NCc4cccs4)ncnc32)cc1,9,4,-1,-5,9,8,2,3,0
Cc1ccccc1NC(=O)Cc1nc(COC(=O)c2cc([N+](=O)[O-])ccc2N)cs1,-1,-8,2,11,14,12,13,-5,-2
Cc1ccc(NC(=O)CN2C(=O)/C(=C\c3cccs3)SC2=S)cc1,-4,-8,1,13,5,5,2,-3,-7
CCN(CC(=O)Nc1ccc(NC(C)=O)cc1)C(=O)C1CCCN(C(=O)c2ccc(Cl)cc2)C1 (stereo unspecified),1,1,6,13,-4,-1,.,6,-2
COc1cc(OC)c(NC(=O)C2CCCO2)cc1Cl (stereo unspecified),-4,-12,15,18,-5,-8,4,-1,-1
Fc1ccc(N/N=C/C=C/c2ccccc2)c(F)c1,1,5,12,35,0,4,1,7,6
Cc1nn(C(C)C(=O)NCCC2=CCCCC2)c(=O)c2nn(-c3ccccc3)c(C)c12 (stereo unspecified),-3,6,0,6,5,1,17,4,-2
CCCn1c(N)c(C(=O)CN2CCN(S(=O)(=O)c3cccs3)CC2)c(=O)[nH]c1=O,-6,-18,-2,6,7,1,8,-2,-1
CSc1nc(N)nc2c1ncn2CC(=O)N1CCN(Cc2c(C)cc(C)cc2C)CC1,.,2,2,0,.,-22,.,5,.
CCN(CC)CCN(Cc1cc2cc(C)ccc2[nH]c1=O)C(=O)Nc1ccccc1OC,-2,-1,4,-5,5,2,1,2,1
CSC(=NS(=O)(=O)c1ccccc1)SC,2,1,-2,-5,21,4,-9,4,2
O=C(O)C1=C[C@@H](C2CC2)C[C@@H](OCc2ccc(CO)cc2)O1,-11,4,3,5,11,-9,1,-2,-3
O=c1c2ccccc2n(Cc2ccc(F)cc2)c(=O)n1C1CCCC1,2,-1,1,8,13,-3,11,7,6
Cc1ccc(Oc2ccc(C(=O)NC3CCSC3=O)cn2)cc1 (stereo unspecified),7,-4,1,6,-7,5,10,-2,5
Fc1ccc(NCc2cn3ccccc3n2)cc1,1,8,6,0,-9,2,14,-3,1

# Structures shown so far that have an aryl thioether with sulfur outside any ring:
SMILES,LYPLA2 counter,PAFAH2 FP inh,PAFAH1B3 FP inh,PREPL inhibitor,ZTA counter,pPAFAH inh,EBNA-1 inh,PAFAH1B2 inh,LYPLA1 counter
CC(=O)CSc1nnc(-c2ccco2)n1-c1ccccc1,-1,5,2,-2,2,4,4,6,-1
CSc1nc(N)nc2c1ncn2CC(=O)N1CCN(Cc2c(C)cc(C)cc2C)CC1,.,2,2,0,.,-22,.,5,.

# Following part.
SMILES,LYPLA2 counter,PAFAH2 FP inh,PAFAH1B3 FP inh,PREPL inhibitor,ZTA counter,pPAFAH inh,EBNA-1 inh,PAFAH1B2 inh,LYPLA1 counter
CCO/N=C1\C(=O)N(c2ccccc2)c2ccccc21,-2,6,-2,-1,11,3,11,0,2
Cc1cc(OC(=O)c2ccc(Cl)cc2)cc(=O)n1C,7,4,-2,7,-9,0,11,5,5
CC(C)N(C(=O)COC(=O)c1ccc(Cl)c(S(N)(=O)=O)c1)C(C)C,2,-2,2,11,0,-2,4,1,2
CC1(C)CC2CC(C)(CN2C(=O)COC(=O)c2ccc(NC(=O)CC#N)cc2)C1 (stereo unspecified),.,9,-2,-2,.,-1,.,15,.
COc1cc(NC(=O)C2CCCN2S(=O)(=O)c2ccc3c(c2)CCC(=O)N3)cc(OC)c1 (stereo unspecified),0,5,8,-3,7,3,-2,1,-4
O=C(COc1ccccc1[N+](=O)[O-])Nc1ccc(N2CCN(C(=O)c3cccs3)CC2)cc1,46*,0,4,44*,11,11,-5,-2,10
CN(C)S(=O)(=O)c1ccc(C(=O)Nc2ccc3ncccc3c2)cc1,0,5,6,-6,-9,-2,-3,1,-4
Cc1ccc(S(=O)(=O)N2CCOCC2)cc1C(=O)NCCc1ccc(Cl)cc1,.,0,7,9,.,1,.,30*,.
CCC1C(=O)NCCN1Cc1nc(-c2ccc(C)s2)oc1C (stereo unspecified),-6,0,-4,3,3,-2,-10,-6,-6
C[C@H]1NC(=O)[C@@]2(C)[C@@H](c3ccccc3)[C@H]3COc4ccccc4[C@H]3N2C1=O,-7,-5,6,15,-3,1,.,-3,-1
COc1ccc2nc3ccccc3nc2c1,4,4,12,18,6,-6,2,-3,-2
Cc1ccc(C)c(N2CCN(C(=O)CNS(=O)(=O)c3cccs3)CC2)c1,4,-3,5,-2,-15,5,-1,3,1
O=C(O)Cn1cc(C(=O)c2cccs2)c2ccccc21,3,-1,6,2,23,-1,10,0,-3
Cc1cc2ncn(-c3nnnn3-c3ccccc3)c2cc1C,1,-1,-2,2,-5,5,-16,-1,-1
O=C1NC(c2ccccc2)C(C(=O)c2cccs2)C(O)(C(F)(F)F)N1 (stereo unspecified),2,-2,-6,-14,11,0,4,8,-1
CCOc1cccc(NC(=O)C2CC(=O)N(C)C(=Nc3cccc(F)c3)S2)c1 (stereo unspecified),-3,-1,9,-10,-6,-3,-14,-3,-5
CN(C)S(=O)(=O)c1ccc(N2CCCC2)c(C(=O)Nc2ccc(C(N)=O)cc2)c1,-1,6,7,-3,-6,-1,-12,0,1
Cc1ccc(OCCCc2c(C)n[nH]c2C)cc1,2,0,4,2,7,-1,2,2,3
COc1ccc(N2CCN(C(=O)c3nn(C)c4c3CS(=O)(=O)c3ccccc3-4)CC2)cc1,-6,5,10,-3,23,3,11,1,-3
COc1ccc(-c2coc3cc(OC(=O)N4CCOCC4)ccc3c2=O)cc1,-3,7,5,6,20,51*,9,-8,-3
O=C(CN(C(=O)c1ccccc1Cl)N1C(=O)C2C3C=CC(C3)C2C1=O)c1cccs1 (stereo unspecified),-3,3,-1,-2,11,5,2,2,0
CCC/C(O)=C1\C(=O)CC(C)(C)CC1=Nc1ccccc1OC,3,6,6,-4,6,5,0,6,-2
O=C(COc1ccc(/C=C\[N+](=O)[O-])cc1)N1CCOCC1,-2,7,1,0,1,4,5,1,0
CCc1nc(N[C@@H](CC(C)C)C(=O)O)c2oc3ccccc3c2n1,0,-4,3,18,-2,-4,-12,2,2
Cc1cc(NC(=O)CSCC(=O)N(C)Cc2cccc(Cl)c2)no1,-7,-4,5,-11,-9,2,-4,6,0
Cc1ccccc1-c1nc2ccccc2c(=O)n1/N=C/c1ccc([N+](=O)[O-])cc1,-5,0,3,-2,-2,6,2,-1,-2
Cc1ccc(S(=O)(=O)CCC(=O)Nc2nc(-c3ccccn3)cs2)cc1,-4,-1,8,7,7,-1,.,6,-1
Cc1ccccc1S(=O)(=O)Cc1ccc(C(=O)NC(C)c2ccc3c(c2)OCCO3)o1 (stereo unspecified),-9,7,2,-14,11,5,10,8,0
C=CCN1C(=O)c2oc3ccccc3c(=O)c2C1c1ccc(O)c(OC)c1 (stereo unspecified),3,1,6,-3,-6,6,-5,3,-2
CC(C(=O)NCc1ccc2c(c1)OCO2)N1c2cccc3cccc(c23)S1(=O)=O (stereo unspecified),1,5,12,5,5,5,-1,4,-3
O=C(NCC1CCCO1)c1ccccc1NS(=O)(=O)c1cc([N+](=O)[O-])ccc1Cl (stereo unspecified),.,-3,11,8,.,-1,.,8,.
CC(=O)NC1=NC(=O)/C(=C/c2cn(C(C)=O)nc2-c2ccccc2)S1,-5,-5,5,5,-16,3,-6,1,-1
COc1ccc(/C(N)=N/OC(=O)CCc2ccccc2)cc1OC,-4,-2,5,4,5,1,7,10,-5

# Some of the compounds tested; the hit share may differ from the screen's.
